Bioassay records: PubChem BioAssay, several laboratories
SARS 3CLpro inh – SARS-CoV 3CLpro protease inhibitors, primary screen, biochemical, quenched FRET | Replicase polyprotein 1ab (Severe acute respiratory syndrome coronavirus), P0C6X7 | recombinant SARS-CoV 3CLpro, quenched FRET peptide cleavage | inhibition, % at 6 µM | 290,000 compounds, 0.14% hits; in the data active means inhibition above about 12%
MazEF act – activators of E. coli MazEF toxin-antitoxin RNase, primary screen, biochemical, fluorescence, uHTS. Endoribonuclease toxin MazF (Escherichia coli (strain K12)), P0AE70. FAM/BHQ RNA-DNA oligo cleavage fluorescence, 5 h. activation, % at 20 µM. 350,000 compounds, 0.32% hits. AID 504720, 2011; in the data active means activation above about 50%
Target sequence (P0AE70 whole entry, looked up): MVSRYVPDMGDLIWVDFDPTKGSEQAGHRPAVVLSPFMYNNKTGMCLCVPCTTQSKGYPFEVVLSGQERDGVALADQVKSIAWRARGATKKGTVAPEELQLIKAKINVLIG
CCHF vOTU inh – CCHFV vOTU protease inhibitors, primary screen, biochemical, Pep-AMC substrate, fluorescence; inhibition, % at 11.5 µM; 370,000 compounds, 0.55% hits; AID 651958, 2012; in the data active means inhibition above about 30%; further: 0% = vehicle wells with enzyme and 100% = no enzyme wells
Y pestis TopoI – Yersinia pestis topoisomerase I inhibitors, primary screen, biochemical, cleavage product accumulation, plate reader, single point; 360,000 compounds, 0.064% hits; AID 504884, 2011; Y. pestis Topo-I cleavage product accumulation; activity, % at 10 µM; in the data active means activity above about 50%, passing the limit was not always enough; further: inactives centre near 2
Vc quorum ag – inducers of Vibrio cholerae quorum light production without autoinducers, primary screen, BH1578 luxS cqsA deficient, single point; V. cholerae BH1578 lux reporter, luminescence, 6 h; 350,000 compounds, 0.16% hits; activation, % at 18.7 µM; AID 588436, 2011; in the data active means activation mostly above about 9.7%, no sharp cut-off; further: not every result past the cut was called active; inactives centre near 0; reference of the scale not given here
VHR inh abs – VHR1 phosphatase inhibitors, primary screen, biochemical, absorbance, uHTS | Dual specificity protein phosphatase 3 (Homo sapiens), P51452 | AID 1654, 2009 | recombinant VHR phosphatase, pNPP absorbance | 290,000 compounds, 0.52% hits | inhibition, % at 13.3 µM; in the data active means inhibition above about 50%; further: some compounds called inactive have numbers as strong as hits
Target sequence (P51452 whole entry, looked up): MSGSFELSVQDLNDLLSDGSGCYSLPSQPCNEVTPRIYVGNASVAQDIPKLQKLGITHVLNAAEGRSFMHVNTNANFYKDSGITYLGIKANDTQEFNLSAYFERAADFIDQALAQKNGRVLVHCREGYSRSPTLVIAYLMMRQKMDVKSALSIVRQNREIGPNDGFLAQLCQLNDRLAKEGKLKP
TcdB GH inh – TcdB glycohydrolase inhibitors, primary screen, biochemical, single point, plate reader; TcdB glycohydrolase enzymatic assay; Toxin B (Clostridioides difficile), P18177; AID 652162, 2013; inhibition, % at 9.99 µM; 350,000 compounds, 0.24% hits; in the data active means inhibition above about 10%
Rv3671c protease – Rv3671c serine protease inhibitors, primary screen, biochemical, fluorescence polarization, M. tuberculosis H37Rv. inhibition, % at 5.96 µM. P9WHR9. 320,000 compounds, 0.048% hits; in the data active means inhibition above about 38%;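 further: extracellular domain of Rv3671c used as enzyme; 0% = enzyme with DMSO and 100% = no enzyme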
Target sequence (P9WHR9 whole entry, looked up, the tested form may be a part): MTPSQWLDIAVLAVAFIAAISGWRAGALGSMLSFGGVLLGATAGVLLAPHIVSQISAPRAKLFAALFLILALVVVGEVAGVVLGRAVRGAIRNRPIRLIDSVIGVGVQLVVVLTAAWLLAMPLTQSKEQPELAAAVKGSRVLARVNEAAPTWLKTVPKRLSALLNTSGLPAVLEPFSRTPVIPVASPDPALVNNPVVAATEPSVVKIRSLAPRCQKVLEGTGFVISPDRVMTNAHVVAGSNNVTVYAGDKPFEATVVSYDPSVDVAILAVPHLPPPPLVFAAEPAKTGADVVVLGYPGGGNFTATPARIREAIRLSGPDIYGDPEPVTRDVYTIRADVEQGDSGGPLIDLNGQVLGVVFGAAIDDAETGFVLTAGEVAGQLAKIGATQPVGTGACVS
PrPC surface inh – inhibitors of human cell surface prion protein PrPC, primary screen, cell-based, TR-FRET | Major prion protein (Homo sapiens), P04156 | TR-FRET read-out | inhibition, % at 13.8 µM | 370,000 compounds, 0.43% hits; in the data active means inhibition above about 24%; further: 0% = median of the test wells and 100% = reference compound wells
SSB-PriA inh – inhibitors of Klebsiella pneumoniae PriA binding to SSB C-terminal tail, primary screen, biochemical, AlphaScreen. PriA–SSB C-terminal tail interaction (Klebsiella pneumoniae). AlphaScreen SSBct-PriA binding, biotinylated peptide. AID 1272365, 2023. inhibition, % at 33 µM. 430,000 compounds, 0.6% hits; in the data active means inhibition mostly above about 37%, no sharp cut-off; inactive means mostly below about 20%;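 further: plate controls were negative control peptide for no effect and reference peptide for full effect; strong numbers were not always called active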
* hit, by the source's call; i = inactive; · = no result given; & = joins results of further samples. Some of the compounds tested; the hit share may differ from the screen's.

Below each compound: TcdB GH inh	SARS 3CLpro inh	MazEF act	Y pestis TopoI	PrPC surface inh	VHR inh abs	Rv3671c protease	Vc quorum ag	CCHF vOTU inh	SSB-PriA inh
> COc1ccc(OC)c(-n2c(=S)[nH]c3c(sc(=S)n3-c3ccccc3)c2=O)c1
    0.5	3	-4	-5	8	0	8	-0.4	-2	4
> COc1cc2c(cc1OC)C(COc1ccc(F)cc1)N(C(=O)c1ccco1)CC2 (stereo unspecified)
    ·	3	4	3	0	7	6	i	-6	11
> O=C(Nc1ccccc1)N1CCN(Cc2ccc3c(c2)OCO3)CC1
    1.2	4	4	4	2	25	-1	-0.3	-2	-5
> O=C1OCCN1C(=O)[C@H]1[C@H](c2ccc(Cl)cc2)C(c2ccc(F)cc2)=NN1c1ccc(Br)cc1
    0.3	·	-8	-6	-5	·	·	-1.6	11	-12
> CN(C)c1ccc(C=C2C(=O)NC(=S)NC2=O)cc1[N+](=O)[O-]
    -0.1	2	4	1	-11	11	9	i	12	-5
> CCc1nc2nc(C)c(NS(=O)(=O)c3ccc(C)c(C)c3)c(=O)n2[nH]1
    -0.4	1	10	-11	3	20	4	-0.1	-8	-2
> CC(Oc1ncnc2ccccc12)C(=O)Nc1cccc(S(=O)(=O)N2CCOCC2)c1 (stereo unspecified)
    1.2	-11	-2	-1	-7	4	-8	-0.6	-21	-2
> Cc1cccc(Cn2nnc3ccccc32)c1O
    2.7	·	1	5	4	·	-10	i	12	-21
> O=C(Nc1ccccc1C(=O)NCC1CCCO1)c1ccc(Cl)cc1Cl (stereo unspecified)
    ·	1	-3	1	9	4	-5	-0.3	5	-14
> O=C(COC(=O)c1ccc(N2CCCC2=O)cc1)c1ccccc1
    0.3	-6	2	6	-11	21	-1	i	4	-5
> CCN(C(=O)COC(=O)c1ccc(OC)c(S(=O)(=O)N2CCCc3ccccc32)c1)C1CCS(=O)(=O)C1 (stereo unspecified)
    0.5	-2	6	-3	7	34	-1	-0.6	3	1
> COc1ccc(CCNC(=O)CSc2nc(O)c(C(C)C)c(=O)[nH]2)cc1OC
    ·	-4	-2	2	5	18	6	-0.3	2	-3
> COc1ccc(-c2cc(C)no2)cc1S(=O)(=O)NCCCN1CCCCCC1
    1.1	1	-6	3	-9	8	-7	-0.2	-1	10
> C=CCn1c(=O)c(C(=O)NCc2ccccc2)c(O)c2ccccc21
    2.1	1	0	27	4	14	-4	i	-5	-10
> O=S(=O)(Oc1ccc(C(=S)N2CCOCC2)cc1)c1ccc(Cl)cc1
    0.5	6	6	22	12	27	-1	-0.2	4	7
> CCC(=O)Nc1ccc(S(=O)(=O)Nc2cccc(C)c2)cc1OC
    ·	0	2	1	9	-6	0	i	-3	1
> Fc1cccc(-n2c(-c3ccco3)nc3nc4ccccc4nc32)c1
    ·	-1	19	5	0	21	3	i	-13	-7
> COc1ccc(/C(O)=C2\C(=O)C(=O)N(CCN(C)C)C2c2cc(OC)c(OC)c(OC)c2)c(C)c1 (stereo unspecified)
    ·	-1	6	-6	-2	8	-11	i	-3	·
> Cc1ccoc1C(=O)N1CCCCC1C(=O)O (stereo unspecified)
    -0.3	-1	10	9	-7	20	5	-0.4	3	-3
> CCC(Sc1ccc(C(=O)O)cc1)C(=O)O (stereo unspecified)
    ·	3	1	-1	-3	9	3	·	-2	-9
> CC(C)(C)C(=O)c1cnc(Nc2ccccc2)s1
    ·	4	2	-8	13	18	-9	i	11	-10
> O=C(Nc1ccccc1F)c1c[nH]c(=O)[nH]c1=O
    1.6	-4	-8	-3	-1	6	12	-0.3	-7	-6
> O=C(Cc1ccc(Cl)cc1)Nc1ccccc1C(=O)N1CCCC1
    -0.3	4	-3	7	3	4	10	-0.3	-11	1
> CCOC(=O)C(=O)NCC(c1cccs1)S(=O)(=O)c1ccc(F)cc1 (stereo unspecified)
    1.9	·	-1	10	-4	·	6	i	-8	3&9
> O=C(Nc1nc(-c2ccccc2)cs1)c1ccc2c(=O)n3c(nc2c1)CCCCC3
    0.1	0	-24	30	-3	32	-129	-0.3	-2	-6
> CCC(CC)C(=O)NCCc1ccc(S(N)(=O)=O)cc1
    ·	-4	7	9	-2	17	-6	11	3	-2
> CCCCc1nnc(NC(=O)c2nc3nccc(C)n3n2)s1
    0.1	2	7	-1	-4	-8	4	-0.2	-11	-9
> O=C(NC(C(=O)N/N=C/c1ccccn1)c1n[nH]c(=O)c2ccccc12)c1ccccc1 (stereo unspecified)
    1.2	-1	3	7	-5	16	-1	-2.4	1	·
> CCOC(=O)C1CCN(c2c(NCCN(CC)c3ccccc3)c(=O)c2=O)CC1
    0.8	-1	7	8	-4	9	5	-0.5	4	-13
> Cc1nnc(NC(=O)CSc2nnc(CNC(=O)c3ccccc3)n2-c2ccccc2)s1
    0.4	-3	6	1	-4	19	9	-0.1	-2	-9

In a second layout: 2 of the compounds above.
> CC(Oc1ncnc2ccccc12)C(=O)Nc1cccc(S(=O)(=O)N2CCOCC2)c1 (stereo unspecified)
- TcdB GH inh = 1.2
- SARS 3CLpro inh = -11
- MazEF act = -2
- Y pestis TopoI = -1
- PrPC surface inh = -7
- VHR inh abs = 4
- Rv3671c protease = -8
- Vc quorum ag = -0.6
- CCHF vOTU inh = -21
- SSB-PriA inh = -2

> Cc1cccc(Cn2nnc3ccccc32)c1O
- TcdB GH inh = 2.7
- SARS 3CLpro inh = ·
- MazEF act = 1
- Y pestis TopoI = 5
- PrPC surface inh = 4
- VHR inh abs = ·
- Rv3671c protease = -10
- Vc quorum ag = i
- CCHF vOTU inh = 12
- SSB-PriA inh = -21

The results go on.
Below each compound: TcdB GH inh	SARS 3CLpro inh	MazEF act	Y pestis TopoI	PrPC surface inh	VHR inh abs	Rv3671c protease	Vc quorum ag	CCHF vOTU inh	SSB-PriA inh
> c1ccc(C2CNCc3c2ccc2ccccc32)cc1 (stereo unspecified)
    0.7	3	17	3	-3	-2	5	-0.4	-13	11
> COC(=O)C1=C(c2ccc(F)cc2F)C[C@@H]2CC[C@H]1N2C(=O)NCCOc1ccc(OC)cc1
    ·	·	3	1	·	·	-13	i	·	3
> CC1=C(C(=O)Nc2cccnc2)C(c2ccc3c(c2)OCO3)C2=C(CCCC2=O)N1 (stereo unspecified)
    ·	3	3	0	5	15	5	i	-3	-7
> Cc1sc2nc(SC3CCOC3=O)n(Cc3ccccc3)c(=O)c2c1C (stereo unspecified)
    1.0	8	4	16	1	-11	-4	-0.4	-6	-10
> COc1ccc(OC)c(C(=O)c2ccc(C(=O)Nc3cccc4ccccc34)cc2)c1
    -0.4	-1	2	14	-4	-14	4	-0.3	4	-15
> CCOC(=O)c1nnn2c1nc(SCC(C)=O)c1ccccc12
    0.9	1	3	3	2	13	3	i	2	-4
> COc1ccccc1-n1cnnc1SC(C)C(=O)Nc1cccc([N+](=O)[O-])c1 (stereo unspecified)
    0.8	-3	-4	1	-18	23	2	-0.3	-5	-17
> O=C(NNC(=S)NC(=O)c1ccccc1[N+](=O)[O-])c1ccccc1
    ·	2	6	4	-9	16	3	i	10	8
> C1=C(c2ccccc2)N2CCN=C2S1
    ·	2	3	8	-1	30	-4	-3.6	-1	-7
> Cc1ccc(NC(=O)CSc2nnc(Cc3ccccc3)c(=O)[nH]2)c(C)c1
    -0.6	·	-9	-10	2	·	-2	-1.2	-11	5
> Cn1ccnc1Sc1cc(NCCCO)c([N+](=O)[O-])c2nonc12
    -0.5	4	2	-8	-28	30	5	-0.3	12	-16
> Cc1c2cnn(CC(=O)NCCN3CCOCC3)c(=O)c2c(C)n1Cc1ccccc1F
    4.1	·	6	2	2	·	·	-2.5	2	4
> Cc1ccccc1N=C1NC(=O)/C(=C/c2cccnc2)S1
    1.2	2	-2	1	-4	21	5	-0.6	-1	-9
> COc1ccc(CN2CCNC(=O)C2CC(=O)NC2CCCCCCC2)cc1C (stereo unspecified)
    0.5	-4	9	22	8	-20	1	-3.1	10	4
> COC(=O)C(c1ccccc1)N(Cc1cccc(CN(C(C(=O)OC)c2ccccc2)S(C)(=O)=O)c1)S(C)(=O)=O (stereo unspecified)
    1.3	-2	4	18	7	13	-2	1.2	4	-7
> CC(=O)Nc1ccc(SC(C)C(=O)NC(N)=O)cc1 (stereo unspecified)
    ·	3	6	3	-2	31	-2	-0.7	3	-14
> CC(C)(C)C(=O)C[n+]1ccc(C(N)=O)cc1
    2.0	-3	-3	-2	-21	28	1	-6.2	-7	-10
> CCOc1ccc(C2NC(=O)NC(c3ccccc3)=C2C(C)=O)cc1OC (stereo unspecified)
    2.0	3	15	-2	27*	40	2	-0.4	-3	8
> CC(C)CN(C(=O)CCC(=O)OCC(=O)c1ccc(F)c(F)c1)c1c(N)n(CC(C)C)c(=O)[nH]c1=O
    -11	0	4	-8	9	-4	-1	i	11	-16
> Cc1ccc(CSc2nnc(SCC(=O)N/N=C/c3c[nH]c4ccccc34)s2)cc1
    1.1	-3	-12	3	-1	3	·	i	-8	·
> COc1cc(C(=O)NC(C)C2CC3CCC2C3)cc(OC)c1OC (stereo unspecified)
    0.6	-3	1	8	1	18	-2	i	-1	-6
> CC1(c2nnc(-c3ccccc3)o2)CC(c2ccc(Cl)cc2)=NO1 (stereo unspecified)
    0.7	·	-6	31	1	-12	2	-11	0	-16
> CCCCC(=O)NS(=O)(=O)c1ccc(N=NN2CCOCC2)cc1
    1.1	3	0	-6	8	-7	-3	-0.7	-2	5
> CCCC(=O)Nc1cc(C)c2c(=O)oc3ccccc3c2n1
    -0.4	·	-1	1	-2	14	-2	-0.3	3	-10

Molecules from the list above that have a furan ring, fused or not, in the order listed:
Below each compound: TcdB GH inh	SARS 3CLpro inh	MazEF act	Y pestis TopoI	PrPC surface inh	VHR inh abs	Rv3671c protease	Vc quorum ag	CCHF vOTU inh	SSB-PriA inh
> COc1cc2c(cc1OC)C(COc1ccc(F)cc1)N(C(=O)c1ccco1)CC2 (stereo unspecified)
    ·	3	4	3	0	7	6	i	-6	11
> Fc1cccc(-n2c(-c3ccco3)nc3nc4ccccc4nc32)c1
    ·	-1	19	5	0	21	3	i	-13	-7
> Cc1ccoc1C(=O)N1CCCCC1C(=O)O (stereo unspecified)
    -0.3	-1	10	9	-7	20	5	-0.4	3	-3
